# Screening data from PubChem BioAssay.
# LYPLA1 inh = blocks human lysophospholipase 1, a PME1 counter-screen; inhibition, % at 5.9 µM; O75608; AID 2174; recombinant LYPLA1, FP-Rh probe fluorescence polarization; 0.16% of 320,000 active;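 active means inhibition above the mean of all tested compounds plus 3 SD, set per campaign, cut at about 14% in these data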;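 further: inhibitors block serine hydrolase probe labeling of LYPLA1 so polarization falls; 0% = enzyme with DMSO and 100% = wells lacking LYPLA1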
# Target sequence (O75608 whole entry, looked up): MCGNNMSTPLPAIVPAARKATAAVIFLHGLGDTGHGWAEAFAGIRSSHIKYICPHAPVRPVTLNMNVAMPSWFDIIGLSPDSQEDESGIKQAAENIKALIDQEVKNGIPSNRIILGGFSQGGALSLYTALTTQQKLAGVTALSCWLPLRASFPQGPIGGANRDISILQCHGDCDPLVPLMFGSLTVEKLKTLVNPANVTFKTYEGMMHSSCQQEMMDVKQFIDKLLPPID
# pPAFAH FP inh = pPAFAH (human) enzyme inhibition; 1.5% of 330,000 active; inhibition, % at 3.39 µM; recombinant pPAFAH, FP-rhodamine probe fluorescence polarization;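 active means inhibition above the mean inhibition across the screen plus 3 SD, cut at about 25% in these data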;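 further: inhibitors block binding of the rhodamine activity-based probe so polarization drops; 0% = enzyme with DMSO and 100% = wells lacking pPAFAH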
# Target sequence (Q13093 whole entry, looked up): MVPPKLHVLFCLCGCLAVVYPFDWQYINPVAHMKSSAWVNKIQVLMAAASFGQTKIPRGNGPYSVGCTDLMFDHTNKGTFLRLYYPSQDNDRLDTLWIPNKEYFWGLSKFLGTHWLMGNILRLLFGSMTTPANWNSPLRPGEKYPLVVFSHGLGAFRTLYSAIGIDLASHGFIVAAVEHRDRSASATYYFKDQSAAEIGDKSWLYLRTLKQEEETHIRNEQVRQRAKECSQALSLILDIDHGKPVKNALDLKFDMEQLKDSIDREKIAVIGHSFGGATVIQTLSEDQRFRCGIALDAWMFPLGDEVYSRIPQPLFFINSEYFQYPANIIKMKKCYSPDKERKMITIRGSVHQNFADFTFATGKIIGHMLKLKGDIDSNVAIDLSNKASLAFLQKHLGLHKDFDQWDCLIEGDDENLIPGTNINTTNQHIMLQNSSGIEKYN
# PAFAH2 inh = inhibitors of human PAFAH2; Q99487; recombinant PAFAH2, FP-rhodamine activity probe, fluorescence polarization; inhibition, % at 3.39 µM; 0.99% of 340,000 active; AID 492956;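 active means inhibition above the mean over all tested compounds plus 3 SD, cut at about 30% in these data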;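 further: inhibitors block probe labeling of enzyme so polarization drops; 0% = enzyme with DMSO and 100% = wells lacking PAFAH2 protein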
# PME-1 primary = blocks human protein phosphatase methylesterase 1; 0.53% of 320,000 active; AID 2130; recombinant PME-1, FP-Rh probe fluorescence polarization; inhibition, % at 5.9 µM;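 active means inhibition above the campaign mean of all compounds plus 3 SD, cut at about 26% in these data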;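 further: competitive labeling of PME-1 active site by serine hydrolase directed probe; 0% = PME-1 with DMSO and 100% = wells lacking PME-1 enzyme; inhibitors block probe labeling so polarization falls and inhibition rises; many of its hits are not listed in these tables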
# Target sequence (Q9Y570 whole entry, looked up): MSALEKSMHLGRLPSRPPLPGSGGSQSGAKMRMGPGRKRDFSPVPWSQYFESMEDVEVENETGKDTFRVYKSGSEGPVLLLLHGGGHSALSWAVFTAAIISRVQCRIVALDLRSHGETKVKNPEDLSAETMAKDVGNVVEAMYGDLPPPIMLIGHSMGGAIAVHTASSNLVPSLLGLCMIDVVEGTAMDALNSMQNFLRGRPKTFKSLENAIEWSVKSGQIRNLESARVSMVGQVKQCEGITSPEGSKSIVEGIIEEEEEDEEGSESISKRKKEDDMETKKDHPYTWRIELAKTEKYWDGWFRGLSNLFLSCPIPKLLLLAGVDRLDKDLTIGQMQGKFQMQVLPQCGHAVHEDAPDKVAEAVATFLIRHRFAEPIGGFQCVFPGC
# PAD4 FP inh = blocks human protein arginine deiminase 4. Q9UM07. recombinant PAD4, RCA probe fluorescence polarization. inhibition, % at 6.36 µM. 0.41% of 330,000 active. AID 485272;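 active means percent inhibition above a cutoff equal to the mean of all tested compounds plus 3 SD, cut at about 15% in these data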;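 further: 0% = PAD4 with RCA probe and DMSO and 100% = probe without PAD4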
# Fam108B counter = counter-screen for RBBP9 inhibitors: inhibitors of mouse Fam108B. recombinant Fam108B, FP-Rh probe fluorescence polarization. inhibition, % at 9.51 µM. 0.33% of 300,000 active. AID 1947;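 active means inhibition above the screen mean inhibition plus 3 SD, computed separately per campaign, cut at about 18% in these data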;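 further: inhibitors lower polarization as less probe binds the enzyme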
# PAFAH1B3 FP inh = inhibitors of human PAFAH1B3; recombinant PAFAH1B3, FP-rhodamine probe, fluorescence polarization; inhibition, % at 3.39 µM; 0.28% of 340,000 active;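 active means inhibition above the screen-wide average of all tested compounds plus 3 SD, cut at about 25% in these data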;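 further: 0% = enzyme with DMSO only and 100% = wells lacking PAFAH1B3 protein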
# PAFAH1B2 FP inh = blocks human PAF acetylhydrolase 1b catalytic subunit 2; P68402; recombinant PAFAH1B2, FP-rhodamine activity probe, fluorescence polarization; inhibition, % at 3.39 µM; 1.2% of 340,000 active;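 active means inhibition above the mean of all tested compounds plus 3 SD, cut at about 24% in these data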;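 further: 0% = enzyme with DMSO and 100% = wells lacking PAFAH1B2; many of its hits are not listed in these tables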
# GSTO1 counter = counter-screen for RBBP9 inhibitors: inhibitors of human GSTO1. recombinant GSTO1, activity-based probe fluorescence polarization. inhibition, % at 5.96 µM. 1.1% of 300,000 active;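 active means inhibition above the campaign mean inhibition plus 3 SD, cut at about 35% in these data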;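 further: 0% = GSTO1-1 with DMSO and 100% = wells lacking GSTO1-1 enzyme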
# * hit, by the source's call; · = not tested or not shown.
molecule,LYPLA1 inh,pPAFAH FP inh,GSTO1 counter,PAFAH2 inh,PME-1 primary,PAD4 FP inh,Fam108B counter,PAFAH1B3 FP inh,PAFAH1B2 FP inh
Cc1ccsc1/C=N/NC(=O)c1ccc2c(c1)OCCO2,1,1,-3,6,-4,-3,-3,7,2
Cc1cc(N2CCOCC2)nc2ccc(NC(=S)NCc3ccc4c(c3)OCO4)cc12,-7,12,5,1,5,-1,6,-1,3
CCC(C)(C)C(=O)Nc1cc([N+](=O)[O-])ccc1F,-3,-1,4,-1,1,-5,-2,4,2
Oc1c(C=Nc2cccc3nsnc23)ccc2ccccc12,2,8,64*,·,3,39*,10,·,·
O=C(c1ccc2ccccc2c1)C1CCCN(C(=O)c2noc3c2CCCC3)C1 (stereo not drawn),1,1,-1,1,3,-4,-1,7,1
CCOC(=O)c1cccc(NC(=O)COc2nsnc2N2CCOCC2)c1,0,-4,-3,-3,-4,-2,-1,9,-3
COc1ccc(C)cc1NC(=O)C(=O)c1cn(CC(=O)N2CCCC2)c2ccccc12,-19,-8,-11,-19,-18,5,-21,-2,-4
C[C@H](O)Cc1cc2ccccc2c(=O)o1,·,-2,·,-4,·,-4,·,5,2
Cc1ccc(NC(=O)C(NC2CCCc3ccccc32)c2ccccc2)c([N+](=O)[O-])c1 (stereo not drawn),-1,4,-3,-4,3,-9,-1,-2,2
N#Cc1cc(NC(=O)c2ccc(F)cc2)c(=O)n2c1[nH]c1ccccc12,4,5,-6,·,1,-6,2,·,·
Cc1c(C(=O)N(Cc2cccc(Br)c2)C2CCS(=O)(=O)C2)oc2ccc(F)cc12 (stereo not drawn),-1,2,-4,1,-3,4,1,11,9
CN(CC(=O)Nc1cccc(F)c1)CC(=O)Nc1cccc(S(=O)(=O)N2CCCCC2)c1,-4,1,·,2,1,-2,·,8,-3
[O-]C1=N/[N+](=C/c2ccccc2Cl)CC1,2,5,-5,-8,-1,-8,2,9,3
CCOc1ccc(C(=O)OCCCN(C)C)cc1,-2,2,1,-4,-1,-3,1,4,-2
CC(=O)N1N=C(c2ccccc2OC(=O)/C=C/c2ccccc2)CC1c1ccccc1 (stereo not drawn),-1,11,-15,·,5,-3,-2,·,·
CC(=O)c1ccc(S(=O)(=O)N2CCN(c3ccccc3F)CC2)cc1,-2,3,1,-3,-6,-2,1,5,1
O=C(CCS(=O)(=O)c1ccccc1)N(CCCN1CCOCC1)c1nc2c(F)cccc2s1,-1,3,-2,-6,2,5,-4,-1,4
Cc1ccc(CNC(=O)C2CC(=O)N(C3CCCC3)C2)cc1 (stereo not drawn),-4,-1,·,3,-1,-2,·,11,3
O=C1C(Cc2ccc(O)cc2)NC(=S)N1Cc1ccccc1 (stereo not drawn),2,-3,8,0,8,0,1,5,4
COc1ccc(CCNC(=O)c2ccc(N3CCCCS3(=O)=O)cc2)cc1OC,-2,2,-2,3,1,0,-1,2,-2
Cc1ccc(C(=O)N2CCN(c3ccccc3F)CC2)cc1NC1=NC2CS(=O)(=O)CC2S1 (stereo not drawn),-3,-1,7,-8,-3,-5,4,12,7
O=C(CSc1nnc(Cc2ccccc2)n1Cc1ccco1)NC1CCCC1,-2,7,10,4,-3,-5,1,-1,3
CCn1nnc(NC(=O)c2ccccc2Br)n1,-2,0,2,3,1,-1,-2,1,-1
Cc1c(CC=C(Cl)Cl)c(=O)[nH]c2c(C)cccc12,1,1,-1,3,1,5,2,3,2
CCCCNC(=O)CCn1c(=O)c2ccccc2n(Cc2ccccc2C)c1=O,-1,-2,-2,-2,0,-3,2,7,-2
COc1ccc(C(=O)Nc2ccc(CN3CCS(=O)(=O)CC3)cc2)cc1,0,3,-6,-6,-7,0,0,-3,-1
Cc1ccc(S(=O)(=O)N2CC(=O)Nc3ccccc32)cc1C,4,2,-1,3,2,-1,-1,3,-1
Cc1ccc(/C=N/n2cnnc2)s1,5,0,7,2,1,-1,6,-4,3
Cc1cc2cc(CCNC(=O)C(C)C)c(=O)[nH]c2cc1C,1,2,0,-4,1,-6,1,4,0
O=C(COC(=O)C1CC2CCCC(C1)C2=O)Nc1nc(-c2ccc(F)c(F)c2)cs1 (stereo not drawn),-4,12,1,2,-4,2,-2,-3,-2
CCN(Cc1ccccc1)C(=O)CC(=O)N(CC)Cc1ccccc1,8,2,0,0,8,-1,9,6,2
CN(Cc1nc2ccccc2n1C)c1ccccc1,2,5,1,1,5,-1,-2,6,2
CC1N(C(=O)N2CCOCC2)CCN1S(=O)(=O)c1cccc(C(F)(F)F)c1 (stereo not drawn),6,5,4,3,0,3,-2,-1,3
CCOC(=O)CCCCC(=O)c1[nH]c(=O)[nH]c1CSc1nnc2c3ccccc3n(C(C)C)c2n1,1,1,10,-4,7,4,3,6,2
CCN(C(=O)COC(=O)C1CCN(S(=O)(=O)c2ccc(C)c(C)c2)CC1)C1CCS(=O)(=O)C1 (stereo not drawn),2,2,2,-18,16,-1,-1,2,2
O=S(=O)(NCc1ccccc1)c1ccc(S(=O)(=O)N2CCCCC2)cc1,-3,1,8,-6,0,0,-2,1,2
O=C(CCC(=O)OCC(F)(F)C(F)F)Nc1ccccc1F,1,3,-12,9,-2,-3,-7,15,5
O=C(c1ccccc1)N1CCN(C(=S)NCc2ccc3c(c2)OCO3)CC1,0,1,-1,-4,5,-1,0,8,-3
CCC(Sc1nc2ccsc2c(=O)n1-c1ccc(Cl)c(C)c1)C(=O)NCc1ccco1 (stereo not drawn),-6,5,3,-8,-5,-7,-2,4,5
CNc1nc2ccccc2n(C)c1=O,1,1,1,4,-2,-2,5,-5,1
Cc1ccc(C(=O)Nc2nc3ccccc3c(=O)s2)cc1,-1,-7,7,6,-1,15*,6,0,-3
CN(C)CCN(C(=O)c1ccc2c(c1)CCCC2)c1nc2cc3c(cc2s1)OCCO3,-2,-2,6,1,-1,-6,-2,5,7
COc1ccc(Cl)cc1C(=O)NCC(c1ccco1)N(C)C (stereo not drawn),2,8,-3,3,-2,-3,-2,-2,2
O=C(/C=C/c1ccccc1)Nn1cnnc1,-1,2,-2,-3,2,0,2,7,4
COc1ccc(OCC(O)CN2CC(C)OC(C)C2)cc1 (stereo not drawn),4,-6,-4,-4,-7,1,1,7,-2
Cc1c(NC(=O)C(C#N)=C2CCCCC2)c(=O)n(-c2ccccc2)n1C,1,1,4,-5,2,0,-3,-5,4
O=C(O)CCCN1C(=O)/C(=C/C=C/c2ccco2)SC1=S,-9,61*,42*,32*,-39,-7,50*,12,6
CSc1ccccc1OCc1cc(C(=O)NCCc2ccco2)no1,-2,5,0,4,-3,1,-4,8,-2
COc1ccnc(N2CCN(c3ccc(Cl)cc3)CC2)c1C#N,-2,-4,6,7,-7,-3,5,5,24*
Cc1cc(C)cc(N(C(=O)c2ccco2)C(C(=O)NC2CCCC2)c2ccncc2)c1 (stereo not drawn),-4,-5,-2,3,-3,-1,2,-9,4
CC1C(=O)N2CCCc3cc(S(=O)(=O)N(C)CCC#N)cc1c32 (stereo not drawn),10,3,2,-1,5,6,5,10,1
Cc1csc(NC(=O)c2ccc(C(=O)Nc3nc(C)cs3)cc2)n1,-6,2,-7,·,-22,-4,0,·,·
CC(=O)N(/C=C1\SC(=S)N(c2ccccc2)C1=O)c1ccccc1,-21,-35,-27,13,-37,-119,-6,3,2
CCOc1ncccc1C(=O)Nc1ccc(F)c(Cl)c1,-2,2,6,0,-12,1,0,3,7
Cc1cc(C)c(C(=O)O)c(CC(C)(C)C(=O)O)c1,-5,-13,-18,-1,2,-1,-1,6,0
COc1ccc(N2CC(NC(=O)c3cccc4ccccc34)CC2=O)cc1OC (stereo not drawn),0,-2,6,3,-7,-1,3,3,3
Cc1cccc(C)c1OCCCCn1cnc2ccccc2c1=O,-3,0,-2,4,-2,1,-3,-1,3
N/C(=N\c1nc2ccccc2o1)NC(=O)c1ccc([N+](=O)[O-])cc1,-3,-1,8,·,0,-6,4,·,·
Cc1nnc(SCC(=O)Nc2cc(-c3cc(C)c(C)cc3C)nn2-c2ccccc2)s1,-3,20,4,-1,-6,0,-7,1,-4
c1ccc2c(c1)nc1n2CCN1,-2,0,-7,1,-4,3,-2,10,2

# Continuation:
molecule,LYPLA1 inh,pPAFAH FP inh,GSTO1 counter,PAFAH2 inh,PME-1 primary,PAD4 FP inh,Fam108B counter,PAFAH1B3 FP inh,PAFAH1B2 FP inh
CCn1c2ccccc2c2cc(NC(=S)N3CCOCC3)ccc21,-7,7,3,6,3,0,4,4,0
OCCNC(=S)NC1CCCCC1,0,1,2,10,0,7,0,-7,4
CCCSc1oc(-c2ccco2)nc1S(=O)(=O)c1ccccc1,-4,1,-1,1,3,1,1,1,-1
COCCN(C(=O)COC(=O)COc1ccc(Cl)c(C)c1)c1c(N)n(Cc2ccccc2)c(=O)[nH]c1=O,1,6,2,-9,2,0,1,1,-1
Cc1ccc[n+](C(C)C(=O)Nc2ccc([N+](=O)[O-])cc2C)c1 (stereo not drawn),1,9,12,-1,-8,-6,-3,4,-1
COc1ccc(C(=O)N(Cc2ccc(N(C)C)cc2)C2CCS(=O)(=O)C2)cc1 (stereo not drawn),0,2,-2,-8,-3,1,2,12,0
NC(=S)NN=C(Cc1ccccc1)Cc1ccccc1,0,7,3,8,13,1,0,4,9
CC1(C)c2[nH]c3ccccc3c2C[C@@H]2C(=O)N(c3cc(F)ccc3F)C(=O)N21,-3,3,-3,10,5,-5,-2,7,8
CC(OC(=O)CNC(=O)C12CC3CC(CC(C3)C1)C2)C(=O)Nc1ncc(Cl)cc1Cl (stereo not drawn),-1,1,3,-5,-4,-2,-3,-2,13
Fc1ccccc1-c1csc(-c2cccnc2)n1,-2,0,5,8,-5,-4,2,10,3
COCCN1C(=O)C(=O)/C(=C(/O)c2ccc(S(=O)(=O)N3CCCCC3)cc2)C1c1ccc(OC)c(OC)c1 (stereo not drawn),3,-2,2,5,4,-2,-2,10,8
COc1ccc(C(=O)NC(=S)Nc2cccnc2)cc1[N+](=O)[O-],8,3,2,4,5,6,5,13,0

# Another view of two compounds above:
# Below each SMILES – LYPLA1 inh	pPAFAH FP inh	GSTO1 counter	PAFAH2 inh	PME-1 primary	PAD4 FP inh	Fam108B counter	PAFAH1B3 FP inh	PAFAH1B2 FP inh
- COc1ccc(C(=O)N(Cc2ccc(N(C)C)cc2)C2CCS(=O)(=O)C2)cc1 (stereo not drawn)
  0	2	-2	-8	-3	1	2	12	0
- NC(=S)NN=C(Cc1ccccc1)Cc1ccccc1
  0	7	3	8	13	1	0	4	9

# Next structures follow.
molecule,LYPLA1 inh,pPAFAH FP inh,GSTO1 counter,PAFAH2 inh,PME-1 primary,PAD4 FP inh,Fam108B counter,PAFAH1B3 FP inh,PAFAH1B2 FP inh
Cn1c(N/N=C/c2cccs2)cc(=O)n(C)c1=O,2,1,7,9,0,-7,2,6,4
CCOc1ccc(C(F)(F)F)cc1NC(=O)COc1ccc(C(F)(F)F)cc1[N+](=O)[O-],-1,-1,8,-8,-8,-4,-2,15,-6
O=C(Nc1ccccc1)c1cc([N+](=O)[O-])ccc1NCc1cccnc1,-3,7,-2,0,10,-1,-2,2,-5
CCC(=O)Nc1c2c(nn1-c1ccccc1C)CSC2,2,0,-5,-4,0,3,-4,3,6
Cc1cc(C)n(Cc2ccc(F)cc2)c(=O)c1C#N,-4,1,11,-4,-5,0,1,12,2
COc1ccc(C(CNC(=O)c2cc3ccccc3cc2OC)N2CCCC2)cc1 (stereo not drawn),-1,-1,0,-6,-5,-2,-5,1,-6

# The list is partial (hit frequency here may not be typical).
